# NR2E3 ag-1 = NR2E3 agonists in two-hybrid cells, primary screen, cell-based, luminescence, CHO-S, Gal4-NCOR/VP16-NR2E3; Photoreceptor-specific nuclear receptor (Homo sapiens), Q9Y5X4; luciferase; inhibition of corepressor binding, % at 3.98 µM; 0.35% of 360,000 active; AID 602229, 2012;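 active = inhibition above the mean of all tested compounds plus 3 SD, cut at about 70% in these data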;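 note: 0% = DMSO with NR2E3 transfected cells and 100% = cells lacking NR2E3 construct; higher means lower luciferase signal from less NR2E3 corepressor binding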
# PDI inh = inhibitors of human PDI, primary screen, biochemical, turbidity, single point, plate reader. Protein disulfide-isomerase (Homo sapiens), P07237. PDI insulin aggregation turbidity, A650, 90 min. inhibition, % at 10 µM. 0.052% of 350,000 active;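 active = mean inhibition across replicates of 30% or more, whatever share of single replicates reach that level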;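 note: absorbance from insulin aggregation driven by PDI reduction with DTT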
# Target sequence (P07237 whole entry, looked up): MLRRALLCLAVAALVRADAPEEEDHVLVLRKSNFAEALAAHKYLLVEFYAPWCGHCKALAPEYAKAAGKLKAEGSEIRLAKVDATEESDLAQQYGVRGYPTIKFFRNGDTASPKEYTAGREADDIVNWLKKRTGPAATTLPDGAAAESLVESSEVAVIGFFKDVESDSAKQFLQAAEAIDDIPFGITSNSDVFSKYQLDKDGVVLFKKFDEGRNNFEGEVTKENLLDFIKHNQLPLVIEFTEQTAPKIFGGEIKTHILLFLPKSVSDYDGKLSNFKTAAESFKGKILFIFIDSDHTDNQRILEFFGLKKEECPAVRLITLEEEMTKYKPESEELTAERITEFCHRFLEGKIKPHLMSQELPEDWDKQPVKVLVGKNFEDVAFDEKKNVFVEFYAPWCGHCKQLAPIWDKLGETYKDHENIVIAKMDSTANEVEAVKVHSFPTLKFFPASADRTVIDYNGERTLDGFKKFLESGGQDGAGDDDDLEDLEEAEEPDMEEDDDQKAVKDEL
# Cardio protect = cardioprotection against H2O2-induced cell death, primary screen, uHTS, H9c2 cells, ATPLite luminescence | H9c2 cardiomyocytes, H2O2 injury protection, 2 h | protection from H2O2 cell death, % at 20 µM | 0.63% of 360,000 active;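 active = compounds giving at least 50% protection of heart cells from peroxide-induced death in the single-dose screen, raw or plate-pattern-corrected value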;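 note: 0% = DMSO wells with peroxide and 100% = DMSO wells without peroxide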
# Shn3 inh set2 = reduction of Shn3 3'UTR firefly luciferase signal, primary screen, Schnurri-3 inhibitor project, cell-based, Clone20 osteoblasts, set 2 | AID 588674, 2011 | inhibition, % at 12.5 µM | 0.52% of 360,000 active | Clone20 osteoblast Shn3 3'UTR firefly luciferase, 24 h;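 active = mean inhibition of at least 75% with every replicate also reaching 75%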;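 note: 0% = median of neutral control wells and 100% = pilot-screen positive control compound; some compounds past the cut are filed as inactive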
# CaV13 ICDI inh = Primary screen for inhibitors of IQ motif and Ca2+-dependent inactivation inhibitor domain binding in CACNA1D, Förster resonance energy transfer in living cells, …; HEK cells, CFP/YFP FRET ICDI-IQ, plate reader, 10 min; percent FRET-ratio fall versus neutral wells; inhibition, % at 12.3 µM; 0.098% of 340,000 active; AID 743397;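 active = mean replicate inhibition of at least 30% and at least 1% of replicates passing that level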;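 note: 0% = median of the neutral control wells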
# HIF-2a inh = HIF-2a reporter inhibitors, primary screen, luminescence, 786-0 RCC cells. inhibition, % at 18.8 µM. 786-0 RCC cells HIF-2a reporter, luciferase luminescence, overnight. 0.72% of 360,000 active. AID 624352, 2012;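 active = inhibition of the luminescence signal of 40% or more relative to plate controls, in a single-dose primary screen at 18.75 µM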
# Peg3 promoter = Peg3 promoter-driven luciferase inhibitors, primary screen, cell-based, HeLa, luciferase luminescence. HeLa PEG-Prom luciferase reporter, overnight. inhibition, % at 20 µM. 1.7% of 360,000 active. AID 588405, 2011;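 active = inhibition of at least 50% at 20 µM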
# NR2E3 ag-2 = inhibitors of NR2E3-RetCOR corepressor binding, primary screen, NR2E3 agonist project, biochemical, TR-FRET, GST-NR2E3, biotin-RetCOR | 0.12% of 320,000 active | Photoreceptor-specific nuclear receptor (Homo sapiens), Q9Y5X4 | AID 2300, 2010 | 1536-well | inhibition of corepressor binding, % at 4.78 µM;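 active = percent inhibition above the cutoff of mean plus 3 SD of all tested compounds, set per screening campaign, cut at about 20% in these data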;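 note: 0% = DMSO wells and 100% = biotin wells as full block of FRET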
#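 system = GST-tagged NR2E3 plus biotinylated RetCOR corepressor | input = 1.35 nM GST-NR2E3 | also added = 7 nM biotin-RetCOR | schedule = 5 h incubation at 4 °C | measured by = TR-FRET with europium anti-GST and streptavidin-D2, 340 nm excitation | read-out = percent loss of FRET ratio relative to control wells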
# iPSC survival up = enhancers of single-cell hiPSC survival, primary screen, ATPlite luminescence; survival enhancement, % at 20 µM; AID 602274, 2012; 0.044% of 360,000 active; 100% = ROCK inhibitor wells, 0% = DMSO; in the data active = survival enhancement above about 18%;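 note: cells exposed to compounds for 16 hours before the ATP read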
# MITF TRPM1 inh = inhibitors of MITF-dependent TRPM1 promoter reporter, primary screen, cell-based, SK-MEL-5, single point, luciferase; AID 488899, 2010; 0.83% of 330,000 active; SK-MEL-5 TRPM1 promoter luciferase, 24 h; inhibition, % at 12.5 µM;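 active = mean inhibition across replicates of 60% or more, whatever share of single replicates reaches that level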; note: values of inactives mirror those of a sister screen read the other way
# m5-HT2A agonist = mouse Htr2a agonists via beta-arrestin recruitment, primary screen, cell-based, luminescence. 0.66% of 360,000 active. CHO-K1 mHTR2A beta-arrestin complementation; percent of 30 µM serotonin response. AID 624169, 2012. activation, % at 7.6 µM. 5-hydroxytryptamine receptor 2A (Mus musculus), P35363;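 active = activation above a run cutoff, the mean activation of all tested compounds plus 3 SD, cut at about 14% in these data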;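 note: 0% = plate median of compound wells and 100% = 30 µM serotonin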
# Target sequence (P35363 whole entry, looked up): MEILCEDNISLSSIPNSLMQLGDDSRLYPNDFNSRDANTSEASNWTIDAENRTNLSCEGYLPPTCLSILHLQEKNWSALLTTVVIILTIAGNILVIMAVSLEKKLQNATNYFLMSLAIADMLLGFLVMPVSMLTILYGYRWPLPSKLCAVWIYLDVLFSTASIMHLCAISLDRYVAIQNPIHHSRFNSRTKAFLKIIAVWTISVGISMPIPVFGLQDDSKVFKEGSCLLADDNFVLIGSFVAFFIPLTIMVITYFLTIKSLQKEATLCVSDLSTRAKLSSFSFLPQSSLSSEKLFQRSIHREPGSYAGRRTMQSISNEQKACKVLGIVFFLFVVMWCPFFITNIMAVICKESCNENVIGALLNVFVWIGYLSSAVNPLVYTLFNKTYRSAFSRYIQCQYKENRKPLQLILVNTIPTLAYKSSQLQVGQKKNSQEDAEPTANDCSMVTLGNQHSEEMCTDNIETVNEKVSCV
# The depositor's hits bear a star; . = no result given.
item	Structure	NR2E3 ag-1	PDI inh	Cardio protect	Shn3 inh set2	CaV13 ICDI inh	HIF-2a inh	Peg3 promoter	NR2E3 ag-2	iPSC survival up	MITF TRPM1 inh	m5-HT2A agonist
1	CCOC(=O)C1CCN(S(=O)(=O)c2cc(C(=O)N3CCCCC3)ccc2OC)CC1	-2	-1	-1	13	.	11	9	2	2.1	-6	2
2	CC(=O)N1CCN(c2ccc(OC[C@H]3CO[C@](Cn4ccnc4)(c4ccc(Cl)cc4Cl)O3)cc2)CC1	-23	-2	-7	-7	-4	7	-17	2	-0.6	5	5
3	CC1(C)CC(NC(=O)c2coc(=O)c(Br)c2)CC(C)(C)N1	-31	6	-6	-17	.	6	10	2	-4.4	-5	-1
4	CCOC(=O)N1CCC(NC(=O)CCC(=O)N2CCOc3ccccc32)CC1	-1	7	-7	1	.	12	16	2	1.6	0	5
5	Cc1ccccc1C(=O)NNC(=O)C1CC(=O)N(c2ccc3c(c2)OCCO3)C1 (configuration not stated)	14	3	7	-57	-2	-2	-3	-2	-0.6	-2	-5
6	CN1C(=O)C(C)(C)c2cc(S(=O)(=O)N3CCN(c4ccc(F)cc4)CC3)ccc21	-4	-3	-4	11	-2	6	-6	4	-0.2	8	-3
7	Cc1ccc(C)c(N2CCN(C(=O)C3CCCN(S(=O)(=O)c4cnc[nH]4)C3)CC2)c1 (configuration not stated)	-10	-3	3	-9	14	-2	-3	2	0.6	0	2
8	CN(C)c1ccc(/C=C/c2nc3ccccc3c(=O)[nH]2)cc1	-141	-7	-22	60	-17	-87	21	-3	-0.7	52	2
9	COc1ccc(-c2nsc3c(N4CCN(C(=O)c5ccco5)CC4)ncnc23)cc1	-44	-3	39	7	-4	-183	-65	4	-0.9	-30	-2
10	O=C(Cn1nnc2ccccc21)N/N=C/c1ccco1	-5	-2	8	7	6	7	1	0	3.1	9	-1
11	COc1cnn(-c2ccc([N+](=O)[O-])cc2)c(=O)c1Cl	5	12	-10	7	-20	-27	-143	4	13	3	-1
12	O=S1(=O)NC(=NCc2ccco2)c2ccccc21	-7	4	1	32	-9	3	3	0	0.8	5	1
13	Cc1ccc(OC(C)C(=O)N2CC(=O)Nc3ccccc32)cc1 (configuration not stated)	20	4	5	-4	-4	-2	17	-1	0.9	2	-5
14	CCN(CC)C(=O)CSc1nnc(CNc2ccc(F)cc2)o1	-20	-5	-5	-8	-3	1	4	0	-2.1	-5	5
15	COc1cc(/C=C(/C#N)c2ccc(C)cc2)ccc1Oc1ccc([N+](=O)[O-])cn1	11	-8	-9	66	-7	-32	0	0	0.2	-4	1
16	C/C(=N\O)C(C)(C)Nc1cccc(Br)c1	9	-5	1	5	-19	14	1	2	-0.1	10	-6
17	COc1ccc(S(=O)(=O)Cc2ccc(C(=O)N3CCN(c4ccccc4F)CC3)o2)cc1	-38	-2	2	-5	-16	9	13	4	-0.4	-12	0
18	O=C(Nc1ccc(-c2nc3ccccc3c(=O)o2)cc1)c1ccco1	-5	-2	7	7	-7	-86	-12	1	-0.1	-17	9
19	CCOC(=O)N1CCN(C(=O)c2cccc(N3C(=O)NC4CC3(C)Oc3ccc(Cl)cc34)c2)CC1 (configuration not stated)	-3	-14	5	6	-3	11	18	-2	-0.1	20	3
20	CCc1nn(CCCC(=O)N2CCN(c3ccc(OC)cc3)CC2)c(=O)c2cc3occc3n12	-28	-1	3	9	-3	-3	-2	-1	0.7	4	10
21	CC(C)(C)c1ccc(Oc2ncccc2NC(=O)c2cccs2)cc1	2	-2	-10	34	-19	-9	13	-5	-0.3	-2	1
22	COc1cc(C2NC(=O)N(C)C3=C2C(=O)CCC3)cc(OC)c1OC (configuration not stated)	13	2	2	-1	-9	-12	-8	-1	-0.4	0	8
23	COc1ccccc1NC(=O)c1cc[n+](C)cc1	-6	4	4	6	-5	23	13	2	-0.2	-1	-2
24	O=C(CN(C(=O)c1csnn1)c1cccc(C(F)(F)F)c1)NCc1ccc(F)cc1	-10	16	-1	-9	-5	13	13	6	-0.2	-3	0
25	COc1cc(OC)cc(C(=O)N[C@H](C(=O)Nc2nc3ccccc3[nH]2)C(C)C)c1	44	13	10	-17	-16	31	28	.	-0.8	71*	-2

# Single records (already shown).
# Record of `O=C(Cn1nnc2ccccc21)N/N=C/c1ccco1` = NR2E3 ag-1 = -5; PDI inh = -2; Cardio protect = 8; Shn3 inh set2 = 7; CaV13 ICDI inh = 6; HIF-2a inh = 7; Peg3 promoter = 1; NR2E3 ag-2 = 0; iPSC survival up = 3.1; MITF TRPM1 inh = 9; m5-HT2A agonist = -1
# Record of `Cc1ccccc1C(=O)NNC(=O)C1CC(=O)N(c2ccc3c(c2)OCCO3)C1` (configuration not stated) = NR2E3 ag-1 = 14; PDI inh = 3; Cardio protect = 7; Shn3 inh set2 = -57; CaV13 ICDI inh = -2; HIF-2a inh = -2; Peg3 promoter = -3; NR2E3 ag-2 = -2; iPSC survival up = -0.6; MITF TRPM1 inh = -2; m5-HT2A agonist = -5

# Other structures:
item	Structure	NR2E3 ag-1	PDI inh	Cardio protect	Shn3 inh set2	CaV13 ICDI inh	HIF-2a inh	Peg3 promoter	NR2E3 ag-2	iPSC survival up	MITF TRPM1 inh	m5-HT2A agonist
26	COc1ccc(-n2nc(C(=O)NCc3cc(OC)ccc3OC)c3c4ccccc4n(C)c3c2=O)cc1	-26	1	6	7	-3	8	22	5	-0.3	-6	-3
27	CCCC(=O)Nc1nnc(SCC(=O)N2CCN(c3ccccc3)CC2)s1	24	3	3	5	1	-2	-16	3	0.1	-2	-1
28	Nc1nnc(SCC(=O)N2CCN(c3ccccc3)CC2)n1-c1ccccc1	17	-3	-3	-7	-5	10	13	5	1.0	6	-2
29	CCOCCCN(C(=O)c1snc(C(N)=O)c1N)C(C(=O)NC1CCCC1)c1ccc(OC)cc1 (configuration not stated)	-37	3	-1	-7	-2	4	1	0	1.9	-18	7
30	CCc1ccccc1NC(=O)N1CCc2ccccc2C1	-40	-1	0	-14	-6	-69	-30	.	-0.4	-8	0
31	NC(Cc1ccc(C(F)(F)F)cc1)c1csc(NC(=O)Nc2ccccc2Cl)n1 (configuration not stated)	12	-2	-17	-7	-5	13	89*	.	-1.6	.	14
32	O=C(Nc1ccccc1F)C1CCN(C(=O)Cc2ccccc2)CC1	19	-9	3	4	-4	20	16	-3	2.0	-2	4
33	N#Cc1ccc(C23CC4(C2)[C@H](CN(CC2CCCCC2)[C@@H]4c2ccccc2)C3c2ccccc2)cc1 (some centres not stated)	-8	-1	-10	8	-10	-2	7	-1	-1.6	7	-1
34	Cc1nn2c(c1-c1ccc(Cl)cc1)N=C(c1ccco1)CC2c1ccccc1 (configuration not stated)	-18	2	0	-1	-9	-33	-3	-1	-0.3	5	-2
35	O=C(NCc1cccnc1)C(=O)NCC(c1ccco1)N1CCN(c2ccc(F)cc2)CC1 (configuration not stated)	19	-6	-7	11	-10	11	24	1	5.4	-3	-4
36	CC(=O)Nc1c(I)c(C(=O)N[C@H]2C(O)O[C@H](CO)[C@@H](O)[C@@H]2O)c(I)c(N(C)C(C)=O)c1I (some centres not stated)	-3	9	-2	-8	-6	-1	3	-4	-0.1	1	-4
37	O=C(CNC(=O)c1cccc(F)c1)N/N=C/c1cc(Br)ccc1OC(=O)/C=C/c1ccco1	-28	-5	57*	87*	-20	-11	31	.	3.4	67*	-2
38	CN1CCN(c2ccc(NC(=O)COc3ccc(Cl)cc3Cl)cc2)CC1	-12	-12	3	-16	-6	-25	-17	-1	0.4	-17	-10
39	CCN(CC(=O)Nc1cccc(OC)c1)C(=O)c1ccc(C)s1	-12	0	1	12	-3	-11	3	2	-1.5	1	0
40	CCOC(=O)C(C)(C)N(Cc1ccc(C)cc1)S(=O)(=O)c1ccc(Cl)c([N+](=O)[O-])c1	-7	-1	-4	4	-3	61*	105*	-2	-2.7	91*	-1
41	Cc1nn(C)c(C)c1/C=C/C(=O)c1ccccc1	-3	-1	3	-6	-2	-183	-187	0	-0.7	-64	-3
42	Cc1ccc(C(=O)CCC(=O)OCC(=O)Nc2cc(S(=O)(=O)N(C)C)ccc2C)cc1	9	-10	6	-6	-12	6	1	.	-0.3	.	-1
43	COc1ccc(NC(=O)COc2ccccc2)cc1NC(=O)c1ccco1	-5	-3	-1	0	-21	-61	-7	-1	0.1	3	0
44	CCCCCc1c(-c2ccccc2F)ncn1CCc1ccccc1OC	-28	.	.	.	-9	-13	.	.	-0.8	.	0
45	O=C(Nc1ccccc1NC(=O)c1ccccc1F)c1ccccc1F	-6	0	1	8	-3	1	10	.	-0.9	5	-2
46	CC(C)N(C(=O)COC(=O)c1cccc(S(=O)(=O)N2CC3(C)CC2CC(C)(C)C3)c1)C(C)C (configuration not stated)	-7	-4	-13	31	-4	2	18	.	1.2	19	-10
47	Cc1ccc(N2CCN(C(=S)c3ccc(-c4cccc([N+](=O)[O-])c4)o3)CC2)cc1	-17	-4	-4	-10	-2	-19	-16	1	0.9	17	2
48	CCC1(c2ccccc2)NC(=O)N(CC(=O)NC2CCCC2)C1=O (configuration not stated)	21	-3	2	-1	.	18	0	.	1.4	1	1
49	COc1ccccc1CC(=O)N(Cc1ccccc1)c1cccc(C)c1	11	-4	1	15	-5	-2	36	2	-0.4	9	-1
50	Cc1cccc2cc3c(N)c(C(=O)N4CCc5ccccc54)sc3nc12	-79	1	-9	-19	-43	-123	-45	3	-1.8	4	-1
51	N#CCCn1cc(/C=N/O)c(-c2ccc(F)cc2)n1	6	-11	5	11	-2	-6	7	0	0.8	-6	-4
52	O=C(Nc1nnc([C@H]2C[C@H](O)[C@@H](CO)O2)s1)Nc1cccc2c1CCCC2	8	19	2	-43	-6	9	7	.	-0.3	.	-6
53	O=C(CSc1nc2ccc(Nc3nc(N4CCOCC4)nc(N4CCOCC4)n3)cc2s1)Nc1ccccc1Cl	30	-8	10	24	.	6	-16	.	0.2	20	7
54	CCOC(=O)N1CCN(C(=O)c2ccc(Cl)c(S(=O)(=O)N3CCOCC3)c2)CC1	-13	-1	0	-2	-4	16	4	1	-1.1	-7	5
55	COc1ccc(S(=O)(=O)NCc2csc(-c3cccnc3)n2)cc1	-13	.	9	6	-5	4	12	2	-1.2	-9	17*
56	O=C1COc2ccc(C(=O)C[n+]3cccc(O)c3)cc2N1	8	-2	4	-6	-6	8	10	3	0.0	-4	3
57	COc1ccc(Nc2cc(C)nc(N3CCN(C(=O)c4ccc5c(c4)OCO5)CC3)n2)cc1	3	3	10	10	-6	12	-14	-1	-0.4	-3	-2

# From PubChem
